PREPL inhibitor: inhibits the human prolyl oligopeptidase-like enzyme | recombinant PREPL, fluorescence polarization activity-based probe | inhibition, % at 5.96 µM | 320,000 tested, 0.68% active; in the data active = inhibition above about 43%;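 note: 0% = enzyme with DMSO and 100% = wells lacking enzyme; many of its hits are not listed in these tables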
PAFAH1B3 FP inh: inhibitors of human PAFAH1B3. Q15102. recombinant PAFAH1B3, FP-rhodamine probe, fluorescence polarization. inhibition, % at 3.39 µM. 340,000 tested, 0.28% active;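 active = inhibition above the screen-wide average of all tested compounds plus 3 SD, cut at about 25% in these data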;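 note: 0% = enzyme with DMSO only and 100% = wells lacking PAFAH1B3 protein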
LYPLA2 inh: LYPLA2 (human) inhibition in PME1 counter-screen. O95372. recombinant LYPLA2, FP-Rh probe fluorescence polarization. inhibition, % at 5.9 µM. 320,000 tested, 0.38% active. AID 2177;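 active = inhibition above the screen-wide mean plus 3 SD, limit set per campaign, cut at about 26% in these data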;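 note: 0% = LYPLA2 with DMSO and 100% = wells lacking LYPLA2 enzyme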
PAFAH1B2 inh: blocks human PAF acetylhydrolase 1b catalytic subunit 2; recombinant PAFAH1B2, FP-rhodamine activity probe, fluorescence polarization; AID 492953; inhibition, % at 3.39 µM; 340,000 tested, 1.2% active; P68402;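 active = inhibition above the mean of all tested compounds plus 3 SD, cut at about 24% in these data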;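 note: 0% = enzyme with DMSO and 100% = wells lacking PAFAH1B2; many of its hits are not listed in these tables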
Target sequence (P68402 whole entry, looked up): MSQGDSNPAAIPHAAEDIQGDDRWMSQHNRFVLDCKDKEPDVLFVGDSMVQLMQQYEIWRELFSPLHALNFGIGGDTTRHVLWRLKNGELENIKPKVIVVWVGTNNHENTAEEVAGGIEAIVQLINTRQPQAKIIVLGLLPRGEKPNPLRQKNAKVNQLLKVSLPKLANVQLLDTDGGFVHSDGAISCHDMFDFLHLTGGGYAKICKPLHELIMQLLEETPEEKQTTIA
ZTA DNA inh: ZTA (EBV) inhibition in EBNA-1 counter-screen | P03206 | ZTA-DNA binding, fluorescence polarization | inhibition, % at 11 µM | 320,000 tested, 0.15% active; in the data active = inhibition above about 33%
EBNA-1 inhibitor: blocks EBNA-1 binding to DNA; EBNA-1 DNA binding, fluorescence polarization; inhibition, % at 14.8 µM; 300,000 tested, 0.34% active; in the data active = inhibition above about 28%
pPAFAH FP inh: pPAFAH (human) enzyme inhibition. Q13093. recombinant pPAFAH, FP-rhodamine probe fluorescence polarization. inhibition, % at 3.39 µM. 330,000 tested, 1.5% active. AID 463082;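 active = inhibition above the mean inhibition across the screen plus 3 SD, cut at about 25% in these data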;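 note: inhibitors block binding of the rhodamine activity-based probe so polarization drops; 0% = enzyme with DMSO and 100% = wells lacking pPAFAH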
Target sequence (Q13093 whole entry, looked up): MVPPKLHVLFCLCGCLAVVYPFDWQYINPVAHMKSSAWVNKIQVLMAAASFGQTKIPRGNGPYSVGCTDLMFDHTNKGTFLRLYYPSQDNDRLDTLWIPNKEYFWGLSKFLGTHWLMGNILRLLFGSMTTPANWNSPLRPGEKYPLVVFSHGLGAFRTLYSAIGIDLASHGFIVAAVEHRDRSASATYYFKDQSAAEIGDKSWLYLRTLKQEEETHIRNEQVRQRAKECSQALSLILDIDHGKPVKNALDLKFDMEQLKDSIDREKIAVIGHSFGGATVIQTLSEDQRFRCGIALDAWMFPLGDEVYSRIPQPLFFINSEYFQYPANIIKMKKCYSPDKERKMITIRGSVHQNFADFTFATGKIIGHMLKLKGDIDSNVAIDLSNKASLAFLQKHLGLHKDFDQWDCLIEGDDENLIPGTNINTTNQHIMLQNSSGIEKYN
LYPLA1 counter: LYPLA1 (human) inhibition in PME1 counter-screen; AID 2174; recombinant LYPLA1, FP-Rh probe fluorescence polarization; 320,000 tested, 0.16% active; O75608; inhibition, % at 5.9 µM;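 active = inhibition above the mean of all tested compounds plus 3 SD, set per campaign, cut at about 14% in these data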;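 note: inhibitors block serine hydrolase probe labeling of LYPLA1 so polarization falls; 0% = enzyme with DMSO and 100% = wells lacking LYPLA1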
Target sequence (O75608 whole entry, looked up): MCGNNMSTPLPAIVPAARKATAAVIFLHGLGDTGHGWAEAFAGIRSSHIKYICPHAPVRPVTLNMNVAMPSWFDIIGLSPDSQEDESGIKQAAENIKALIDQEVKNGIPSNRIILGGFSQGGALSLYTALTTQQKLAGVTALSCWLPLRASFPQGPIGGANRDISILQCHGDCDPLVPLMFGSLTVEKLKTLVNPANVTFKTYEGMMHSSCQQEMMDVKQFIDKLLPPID
PAFAH2 inh: PAFAH2 (human) inhibition; Q99487; recombinant PAFAH2, FP-rhodamine activity probe, fluorescence polarization; inhibition, % at 3.39 µM; 340,000 tested, 0.99% active; AID 492956;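 active = inhibition above the mean over all tested compounds plus 3 SD, cut at about 30% in these data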;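 note: inhibitors block probe labeling of enzyme so polarization drops; 0% = enzyme with DMSO and 100% = wells lacking PAFAH2 protein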
An asterisk follows results filed as active; . = no result given. A portion of the library; the hit share may differ from the screen's.

SMILES	PREPL inhibitor	PAFAH1B3 FP inh	LYPLA2 inh	PAFAH1B2 inh	ZTA DNA inh	EBNA-1 inhibitor	pPAFAH FP inh	LYPLA1 counter	PAFAH2 inh
Cc1nn(C)c(C)c1/C=C(/C(=O)C(C)(C)C)n1cncn1	-2	3	-2	1	-7	-10	3	1	-6
CCOC(=O)c1c(NC(=O)c2ccc(N3C(=O)[C@@H]4[C@H](C3=O)[C@H]3C=C[C@@H]4C3)cc2)sc2c1CCCC2	3	-5	-4	-6	-2	6	4	-2	-6
CCN(CC(=O)Nc1cccc(OC)c1)c1ncnc2sc(C)c(C)c12	-39	2	4	4	-2	4	10	3	1
CC1=Nc2ccccc2N=C(NC(=O)CN2CCN(c3ccccc3)CC2)C1c1ccccc1 (centres undefined)	3	8	-7	2	-3	-4	-1	2	-3
CC(C)c1csc(CN2CCN(Cc3ccc(F)c(F)c3)C(CCO)C2)n1 (centres undefined)	1	-2	-1	4	5	-2	3	1	5
CCOC(=O)c1sc(NC(=O)COc2ncnc3ccccc23)c(C(=O)OCC)c1C	-2	-4	1	-1	0	-1	1	-1	-7
CCOC(=O)c1cnc(SCC(=O)Nc2cc(OC)cc(OC)c2)nc1N	12	8	1	1	-9	16	2	5	-2
O=C(c1ccc2c(c1)N(Cc1ccccc1)C(=O)CS2)N1CCOCC1	1	1	4	3	-2	4	3	-1	1
Cc1ccc(S(=O)(=O)N2CCN(C(=O)CN3CCc4ccccc4C3)CC2)cc1	3	1	3	6	-17	-6	8	2	-2
CCOC(=O)C1=C(CS(=O)(=O)c2ccc(C)cc2)NC(=O)NC1c1ccc(O)c(OC)c1 (centres undefined)	12	-3	6	4	2	-8	1	3	-4
CC(C)(C)c1ccc(OC(=O)N2CCOCC2)cc1	-2	2	-3	-5	6	7	21	3	30*
O=[N+]([O-])c1ccccc1/C=N\N1CCN(c2ccccc2)CC1	12	0	2	5	8	2	6	2	6
Cc1cc(C)c(S(=O)(=O)N2CCCOC2CNC(=O)C(=O)NCc2cccs2)c(C)c1 (centres undefined)	9	12	-3	3	1	5	3	0	6
CC(C)(C)CC(=O)Nc1cc(S(=O)(=O)N2CCCCCC2)ccc1Cl	-3	8	6	1	1	13	2	-2	1
COc1cc(C(=O)OC(C)C(=O)N2CCCC2)cc2c1OCCO2 (centres undefined)	4	-4	4	1	-5	.	3	1	1
Cc1cc(NC(=O)CCC(=O)N(CCC(C)C)C(C(=O)NCC2CCCO2)c2ccccc2C)no1 (centres undefined)	4	5	6	4	18	6	1	6	-2
O=C(Cc1ncc(C(F)(F)F)cc1Cl)Nc1cccc(Br)c1	21	0	0	-2	-14	1	-4	6	-3
COC(=O)c1cccc(NC(=O)CSc2nnc(COc3cccc(C)c3)n2C)c1	-22	9	1	8	3	-17	-3	0	8
O=C(NCCO)c1nc(C(=O)c2ccc(Cl)cc2)c2ccccc2n1	23	1	-3	6	1	.	-1	2	-6
NC(=O)CC(NC(=O)c1ccccc1)c1ccc(N2CCCCCC2)c([N+](=O)[O-])c1 (centres undefined)	10	-1	5	6	0	-3	6	1	1
COc1ccc(-c2csc(NC(=O)CCn3cnc4ccccc4c3=O)n2)cc1OC	1	2	0	1	12	9	7	-4	6
O=C(c1ccc(F)cc1)N1CCCCC(S(=O)(=O)c2ccccc2)C1=O (centres undefined)	15	6	-6	-6	9	17	7	-6	0
O=C(CSc1nnnn1C1CC1)N1CCN(Cc2ccccc2F)CC1	4	8	-1	1	7	.	2	2	-5
CCOC(=O)C1=C(C)NC2=C(C(=O)CC(C)(C)C2)C1c1ccc(N(C)C)cc1 (centres undefined)	5	9	-6	-8	9	1	1	-4	3
COc1ccc(Br)cc1/C=N/NC(=O)CN1CCCCC1	-3	9	-6	3	6	-8	-6	-1	2

More compounds:
SMILES	PREPL inhibitor	PAFAH1B3 FP inh	LYPLA2 inh	PAFAH1B2 inh	ZTA DNA inh	EBNA-1 inhibitor	pPAFAH FP inh	LYPLA1 counter	PAFAH2 inh
CCN(CC(=O)Nc1ccc(NC(C)=O)cc1)C(=O)/C=C/c1c(C)nn(-c2ccc(F)cc2)c1C	5	10	4	0	6	2	9	4	3
O=C(CN1C(=O)NC2(CCCCCC2)C1=O)NCCc1ccc(F)cc1	-7	6	-5	2	-1	.	-5	2	-1
O=[N+]([O-])c1ccc(N2CCN(c3ccc(Cl)nn3)CC2)c(Cl)c1	11	7	-1	3	-6	13	4	-3	5
Cc1ccc(NC(=O)CC(=O)c2ccc([N+](=O)[O-])cc2)cc1S(=O)(=O)Nc1cccc(Cl)c1	-15	24	-10	27*	-24	-8	-15	-7	19
CC(=O)Nc1ccc(/C=N/Nc2nc3ccccc3[nH]2)cc1	5	0	1	-1	-5	-2	7	5	13
CCOc1ccc(N(CC(=O)Nc2cc(C)cc(C)c2)S(C)(=O)=O)cc1	0	5	0	-2	-1	-6	4	-3	1
CN1CCN(C(=S)c2ccc(-c3cccc(Cl)c3Cl)o2)CC1	-96	10	-1	2	-19	6	1	0	-3
O=C(Nc1cccc(C(=O)NC2CC2)c1)c1ccc(Cl)c(S(=O)(=O)N2CCOCC2)c1	1	10	-10	-1	-7	.	4	-4	-4
Cc1c(CCO)c(=O)n(-c2ccccc2)n1S(=O)(=O)c1c(Cl)cc(Cl)cc1Cl	-11	9	2	1	-3	-19	0	5	-3
C=CCn1c(Cc2nc3ccccc3[nH]2)n[nH]c1=S	2	0	-6	6	4	1	-3	-2	5
O=C(O)Cc1cn(Cc2ccc(F)cc2)c2ccccc12	-1	-5	7	-2	-13	6	8	0	-9
CCOC(=O)c1sc(=S)n(-c2ccccc2Cl)c1SC	-2	3	7	-2	-3	2	8	2	11
CCOc1ccccc1N1CC(C(=O)N(C)Cc2cccnc2)CC1=O (centres undefined)	11	3	4	-2	-5	-7	3	1	-7
O=[N+]([O-])c1cccc(/C=N/n2c(C3CCCCC3)n[nH]c2=S)c1	8	-8	3	3	-2	4	2	-2	-10
CCN(CC)CCNc1c2c(c(C#N)c3nc4ccccc4n13)CCCC2	33	2	-1	1	14	0	4	-2	12
COC(=O)c1ccccc1NC(=O)CSc1nc(C)cc(C)n1	2	4	5	-3	3	9	2	-1	-2
CC(C)(C)c1ccc(C(=O)O)c(C(=O)c2ccc(C(=O)O)cc2)c1	-1	-5	-4	17	3	-2	0	0	4
N/C(Cc1ccccc1)=N\OC(=O)c1cccc2ccccc12	10	7	7	-5	4	-6	0	0	16
O=C(CN1C(=O)NC2(CCc3ccccc32)C1=O)c1ccccc1 (centres undefined)	4	14	3	-2	-9	4	6	-2	3
CN(C)CCNC(=O)COc1ccc(C23CC4CC(CC(C4)C2)C3)cc1	-25	-3	-3	10	-1	9	3	2	1
c1ccc(N2CCN(CCc3nnc4n3CCCCC4)CC2)cc1	15	3	2	-6	-1	8	8	-2	0
COc1cc(Nc2ccc(S(N)(=O)=O)cc2)c([N+](=O)[O-])nc1[N+](=O)[O-]	2	2	-4	-1	3	16	1	-3	4
CCc1nonc1NC(=O)c1oc2cc(Br)ccc2c1C	-2	6	8	-1	15	3	-1	-3	4
CCOc1ccc(Cl)cc1S(=O)(=O)NC1CCCC1	13	8	0	6	8	-1	2	-3	6
Cc1noc(C)c1NC(=O)N(C)C[C@H]1Oc2ccc(NC(=O)CCC(F)(F)F)cc2C(=O)N([C@H](C)CO)C[C@@H]1C	5	14	.	-2	.	.	0	.	2

Some of the entries above in a different format.
Every second line gives: PREPL inhibitor | PAFAH1B3 FP inh | LYPLA2 inh | PAFAH1B2 inh | ZTA DNA inh | EBNA-1 inhibitor | pPAFAH FP inh | LYPLA1 counter | PAFAH2 inh
CC(=O)Nc1ccc(/C=N/Nc2nc3ccccc3[nH]2)cc1
  5 | 0 | 1 | -1 | -5 | -2 | 7 | 5 | 13
O=C(Nc1cccc(C(=O)NC2CC2)c1)c1ccc(Cl)c(S(=O)(=O)N2CCOCC2)c1
  1 | 10 | -10 | -1 | -7 | . | 4 | -4 | -4
CN(C)CCNC(=O)COc1ccc(C23CC4CC(CC(C4)C2)C3)cc1
  -25 | -3 | -3 | 10 | -1 | 9 | 3 | 2 | 1
CCOc1ccc(N(CC(=O)Nc2cc(C)cc(C)c2)S(C)(=O)=O)cc1
  0 | 5 | 0 | -2 | -1 | -6 | 4 | -3 | 1

Next compounds follow.
SMILES	PREPL inhibitor	PAFAH1B3 FP inh	LYPLA2 inh	PAFAH1B2 inh	ZTA DNA inh	EBNA-1 inhibitor	pPAFAH FP inh	LYPLA1 counter	PAFAH2 inh
O=C(N/N=C/c1cccc([N+](=O)[O-])c1)c1ccc2c(c1)OCCO2	5	3	2	3	5	12	5	-3	4
CC(=O)c1ccccc1NC(=O)CCCNC(=O)c1ccc(Cl)cc1	6	2	5	7	0	-13	-4	0	5
COc1ccc(NC(=O)Cn2c(NCC(C)O)nc3ccccc32)cc1Cl (centres undefined)	10	3	1	5	-12	-14	-1	0	-3
Cc1ccc(C)c(OCc2cc(C(=O)N3CC[C@H](O)C3)no2)c1	-4	0	-4	0	4	4	7	-3	-2
CC(=O)Nc1ccc(NC(=O)CCNS(=O)(=O)c2cccc3nsnc23)cc1	-7	6	-2	5	10	2	-2	-3	5
O=C(Cc1coc2ccc3ccccc3c12)NC1CCCc2ccccc21 (centres undefined)	-11	0	2	4	-20	4	6	-5	-4
COC(=O)c1ccc(NC(=O)CN2CCCC2)cc1	-3	-1	-3	0	-4	-1	0	0	2
Cc1ccc(S(=O)(=O)N/N=C2/CC(c3ccccc3)Oc3ccccc32)cc1 (centres undefined)	4	0	8	1	-7	3	11	-3	3
COc1cc(NC(=O)c2cccnc2SC)cc(OC)c1	-1	12	-5	-4	-10	12	2	-5	0
Cc1cccc(N2CCN(C(=O)c3cc4c(=O)[nH]c5ccccc5c4n3C)CC2)c1C	31	0	3	9	-4	7	-3	-1	3
COc1cccc(/C(O)=C2\C(=O)C(=O)N(c3ccccn3)C2c2cccc(OC)c2OC)c1 (centres undefined)	0	10	-2	-1	-10	-3	-1	-3	5
Cc1nc2ccc(Br)cn2c1C(=O)N/N=C\c1ccc(C(C)C)cc1	0	-4	0	3	13	1	8	-2	-2
COc1ccc(S(=O)(=O)N2CCC3(CC2)CC(=O)c2ccccc2O3)cc1	-4	8	-3	-1	4	2	-3	-1	1
CCOc1ccccc1OCC(=O)Nc1nnc(C)s1	28	1	-2	4	3	4	-2	-1	-5
COc1ccccc1C(=O)NCC(=O)N1CCN(S(=O)(=O)c2ccc3c(c2)OCCO3)CC1	-2	5	2	4	0	0	1	-3	4
O=C(NC(CSSCC(NC(=O)c1ccccc1)C(=O)O)C(=O)O)c1ccccc1 (centres undefined)	-2	12	-3	6	5	-13	5	3	0
COCCCn1c(Cc2csc(Nc3ccccc3)n2)nnc1SCC(N)=O	1	-2	-1	12	-4	-6	1	-4	-2
CCOC(=O)C1=C(C)NC2=C(C(=O)C(C(=O)OC)C(C)C2)C1c1ccc(OC)c(O)c1 (centres undefined)	-1	2	-4	7	1	11	5	-3	9
CCOc1cc(C)c(Cl)cc1S(=O)(=O)NCCOC	10	5	-1	0	-27	6	7	0	-4
O=C(CSc1nnc(NC(=O)c2c(F)cccc2F)s1)NC1CC1	6	7	-1	6	7	-14	0	-3	0
CC(C)N1CCc2c(sc(NC(=O)c3ccc(S(=O)(=O)N(C)CC4CCCO4)cc3)c2C(N)=O)C1 (centres undefined)	-4	3	7	0	-2	-1	2	0	-9
O=C1CC(N(CCc2ccccc2)C(=S)Nc2ccccc2)C(=O)N1c1ccccc1 (centres undefined)	1	0	-62	-4	-2	2	-16	-22	-20
Cc1cc(Br)ccc1SCC(=O)NNC(=O)c1ccco1	13	14	2	23	15	.	-1	1	10
Cc1ccc2c(c1)[C@H]1[C@H](CO2)[C@H](c2ccccc2)[C@]2(C)C(=O)Nc3cc(Cl)ccc3C(=O)N12	28	-14	-10	-3	2	-13	-3	-5	-1
Cc1c(NC(=O)C(=O)/C=C(\O)c2ccc(Cl)cc2)c(=O)n(-c2ccccc2)n1C	7	7	-2	3	-4	3	3	1	-4
